# CHRM4 antagonist: human M4 muscarinic receptor antagonists, primary screen, CHO cells, Fluo-8 calcium fluorescence | CHO-hM4 cells, ACh EC80 | inhibition, % at 3 µM | 360,000 compounds, 0.73% hits | AID 624125, 2012;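 active = inhibition above its plate's cutoff, the mean inhibition of sample wells plus 3 SD, cut at about 27% in these data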;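 note: 0% = acetylcholine EC80 with DMSO and 100% = DMSO without agonist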
# CRFBP-R2 block: antagonists of CRF-BP/CRF-R2 complex, primary screen, cell-based, HEK293, calcium dye fluorescence, uHTS; inhibition, % at 11.8 µM; AID 588475, 2011; 350,000 compounds, 0.59% hits; CRF-induced calcium fluorescence;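 active = inhibition of the ligand-induced calcium signal above about 50% at the single tested concentration, limit read from the data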
# M5 antag: human M5 muscarinic receptor antagonists, primary screen, CHO cells, Fluo-8 calcium fluorescence; Muscarinic acetylcholine receptor M5 (Homo sapiens), P08912; CHO-hM5 cells, ACh EC80; inhibition, % at 3 µM; 360,000 compounds, 0.59% hits;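 active = inhibition above a per-plate cutoff, the mean of that plate's test compounds plus 3 SD, cut at about 27% in these data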;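 note: 0% = acetylcholine EC80 with DMSO and 100% = DMSO without agonist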
# Target sequence (P08912 whole entry, looked up): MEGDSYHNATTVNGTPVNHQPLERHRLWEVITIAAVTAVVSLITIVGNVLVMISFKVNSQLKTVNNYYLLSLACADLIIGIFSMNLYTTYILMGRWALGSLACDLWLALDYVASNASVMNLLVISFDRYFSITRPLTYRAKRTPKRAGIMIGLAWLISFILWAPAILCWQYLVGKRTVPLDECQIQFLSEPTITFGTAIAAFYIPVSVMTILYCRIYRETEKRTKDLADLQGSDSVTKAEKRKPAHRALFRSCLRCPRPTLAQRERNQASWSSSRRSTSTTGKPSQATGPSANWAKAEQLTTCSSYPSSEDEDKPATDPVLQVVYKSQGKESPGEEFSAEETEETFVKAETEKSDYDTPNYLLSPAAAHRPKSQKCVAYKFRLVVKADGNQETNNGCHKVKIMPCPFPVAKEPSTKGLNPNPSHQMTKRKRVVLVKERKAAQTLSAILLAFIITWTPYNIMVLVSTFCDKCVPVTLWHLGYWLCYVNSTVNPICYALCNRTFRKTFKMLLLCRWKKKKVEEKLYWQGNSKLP
# M4 PAM: human M4 muscarinic receptor positive allosteric modulators, primary screen, CHO-K1 cells, Fluo-8 calcium fluorescence | Muscarinic acetylcholine receptor M4 (Homo sapiens), P08173 | CHO-K1 hM4/Gqi5, ACh EC20; 0% = ACh EC20, 100% = maximal ACh | activation, % at 3 µM | 360,000 compounds, 0.4% hits;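 active = activation above its plate's cutoff, the mean activation of sample wells plus 3 SD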; note: some results filed as inactive read as strong as hits
# CHRM5 PAM: human M5 muscarinic receptor positive allosteric modulators, primary screen, CHO-K1 cells, Fluo-8 calcium fluorescence; Muscarinic acetylcholine receptor M5 (Homo sapiens), P08912; CHO-K1 hM5, ACh EC20 PAM; 0% = ACh EC20, 100% = ACh EC100; activation, % at 3 µM; 360,000 compounds, 0.3% hits; AID 624038, 2012;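 active = activation above the run cutoff, the mean activation of all test compounds plus 3 SD, cut at about 18% in these data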
#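 Probe or stimulus: acetylcholine, EC20 level; Assay system: human M5 receptor in CHO-K1 cells; Schedule: compound preincubation 140 s before EC20 acetylcholine addition; Technique: intracellular calcium via Fluo-8 fluorescence; Dosing: single-point, 3 µM nominal; Read-out basis: percent activation from peak-over-basal fluorescence ratio, scaled EC20-to-EC100 acetylcholine; Repeats: one well per compound, no replicates.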
# M5 ag: human M5 muscarinic receptor agonists, primary screen, CHO-K1 cells, Fluo-8 calcium fluorescence | Muscarinic acetylcholine receptor M5 (Homo sapiens), P08912 | CHO-K1 hM5 cells; 0% DMSO wells, 100% maximal acetylcholine response | activation, % at 3 µM | 360,000 compounds, 0.19% hits;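 active = activation above the run's mean over test compounds plus 3 SD, cut at about 23% in these data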;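 note: signal is peak over basal fluorescence ratio across the kinetic read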
# CRFR2-BP ag: agonists of CRF-BP/CRF-R2 complex, primary screen, cell-based, HEK293, calcium dye fluorescence, uHTS. calcium dye fluorescence (FLIPR); percent of saturating CRF peptide response. activation, % at 13.2 µM. 350,000 compounds, 0.46% hits;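 active = activation of at least 50%, plus an integration ratio under a set limit after plate pattern correction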;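 note: plate controls were neutral control wells without compound for no effect and CRF at EC100 for full effect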
# M4 ag: human M4 muscarinic receptor agonists, primary screen, CHO-K1 cells, Fluo-8 calcium fluorescence; Muscarinic acetylcholine receptor M4 (Homo sapiens), P08173; CHO-K1 hM4/Gqi5; vehicle 0%, full acetylcholine response 100%; activation, % at 3 µM; 360,000 compounds, 0.14% hits;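 active = activation above the run mean over all test wells plus 3 SD, cut at about 32% in these data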;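 note: peak over basal fluorescence ratio per well then scaled between controls; 0% = DMSO wells and 100% = acetylcholine at EC100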
# M1 PAM: human M1 muscarinic receptor positive allosteric modulators, primary screen, CHO-K1 cells, Fluo-8 calcium fluorescence, 1536-well | Muscarinic acetylcholine receptor M1 (Homo sapiens), P11229 | CHO-K1 hM1, ACh EC20; 0% = ACh EC20, 100% = maximal ACh | activation, % at 3 µM | 360,000 compounds, 0.088% hits; in the data active = activation above about 19%, passing the limit was not always enough
# Target sequence (P11229 whole entry, looked up): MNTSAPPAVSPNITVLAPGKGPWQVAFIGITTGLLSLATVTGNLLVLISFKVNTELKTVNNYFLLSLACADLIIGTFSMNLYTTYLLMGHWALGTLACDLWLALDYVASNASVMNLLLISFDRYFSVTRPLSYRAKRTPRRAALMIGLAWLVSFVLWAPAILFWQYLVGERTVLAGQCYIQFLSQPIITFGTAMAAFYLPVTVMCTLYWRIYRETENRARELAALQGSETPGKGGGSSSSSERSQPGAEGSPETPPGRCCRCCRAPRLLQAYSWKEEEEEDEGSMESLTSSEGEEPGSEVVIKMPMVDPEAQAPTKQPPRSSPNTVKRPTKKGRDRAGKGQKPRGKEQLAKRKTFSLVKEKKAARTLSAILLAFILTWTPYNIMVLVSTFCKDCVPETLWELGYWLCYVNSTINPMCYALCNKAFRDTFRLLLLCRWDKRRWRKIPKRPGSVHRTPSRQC
# * marks the source's active call; other numbers are inactive results; x = no result given; & = joins results of further samples.
SMILES,CHRM4 antagonist,CRFBP-R2 block,M5 antag,M4 PAM,CHRM5 PAM,M5 ag,CRFR2-BP ag,M4 ag,M1 PAM
C[C@H](CO)N1C[C@H](C)[C@H](CN(C)C(=O)Nc2ccc(C(F)(F)F)cc2)Oc2c(NC(=O)c3ccncc3)cccc2C1=O,-4,-5,11,3,-7,-4,1.7,1,4
O=C(COC(=O)Cc1cccc(C(F)(F)F)c1)NC1CCS(=O)(=O)C1 (stereo not drawn),0,-3,-5,8,5,2,1.0,1,14
O=C(O)CNC(=S)N(Cc1ccccc1)Cc1cccs1,-1,-15,5,-3,-4,-1,1.0,1,6
O=C1/C(=C\c2ccc([N+](=O)[O-])cc2)CCc2ccccc21,-5,16,-9,-2,3,-5,-1.9,0,6
Cc1ccc(N2CC(C(=O)N3CCCCC3)CC2=O)cc1C (stereo not drawn),-5,-15,-26,4,6,-2,-2.7,0,8
O=C1CC(c2ccccc2Cl)C2=C(COC2=O)N1 (stereo not drawn),-3,2,3,8,2,-1,1.0,0,8
CCOC(=O)c1ccccc1NC(=O)COC(=O)C1CCN(S(=O)(=O)c2ccccc2C(=O)OC)CC1,10,1,9,-9,-8,2,1.8,8,-4
CC(Sc1nnc(-c2cccnc2)o1)C(=O)NC1CCCCC1 (stereo not drawn),6,1,2,-2,4,0,-1.5,1,4
O=C(O)CCc1ccc(-c2ccc(Cl)cc2)n1CCC(=O)O,5,-4,4,6,5,3,-0.4,3,2
CCCCCCCCN=C1NC(=O)CS1,9,-6,3,-14,-2,-8,-3.0,-1,-5
CC(=O)c1ccc(S(=O)(=O)Nc2ccc(-c3cn4c(n3)SCC4)cc2)cc1,0,14,3,5,-4,-2,-0.4,2,7
COc1ccc(-n2c(=S)[nH]c3cc(C(=O)Nc4ccc(OC)c(OC)c4)ccc3c2=O)cc1,2,-3,3,1,-2,0,0.6,-1,-3
O=C(N=C1SCC(=O)N1c1ccccc1Cl)c1ccccc1,1,-24,-6,-1,2,-4,0.4,0,12
Cc1cccc(NC(=O)CSc2nncn2N)c1C,-11,-26,3,0,-3,0,-0.2,0,-2
COc1cccc(-c2nn(-c3ccccc3)cc2CN(C)C(C)c2ccon2)c1 (stereo not drawn),0,10,4,-15,-3,-6,9.5,4,0
CC(C)CC(=O)NC(=S)Nc1cccc(NC(=O)c2ccccc2)c1,-1,-9,6,-7,-7,-5,-0.7,0,-4
Cc1ccc(NC(=O)Cn2nnc(-c3ccccc3NC(=O)c3cccs3)n2)cc1,7,8,7,0,-2,-2,0.4,1,-3
CCN(CCNC(=O)c1ccc(C#N)cc1)c1cccc(C)c1,12,1,7,-1,3,-3,-6.8,1,14
Cc1ccc(C(=O)OCC(=O)NCc2cccs2)cc1S(=O)(=O)N1CCOCC1,7,0,6,-3,0,1,-4.2,2,3
Cc1c(C(=O)Nc2cc(S(=O)(=O)N3CCOCC3)ccc2N2CCOCC2)oc2ccccc12,-4,-13,1,1,9,-3,5.6,1,1
CCCc1oc2c(c(=O)c1CC)C(=O)CC(C)(C)C2,16,8,5,-6,1,0,-2.0,-1,11
CC(C)CNC(=O)C1(C)CCCCCN1Cc1ccccc1-c1ccccc1 (stereo not drawn),8,x,12,-14,-17,-2,x,-3,-23
NC(=O)c1cc2ccccc2o/c1=N\NC(=O)c1ccccc1O,12,5,-3,-1,9,-3,-9.9,1,1
CCn1c(SCC(=O)NCc2ccccc2)nnc1C(CO)NC(=O)c1ccccc1 (stereo not drawn),-3,2,-11,1,3,-1,1.1,0,9
CC1(C(=O)NS(=O)(=O)c2ccccc2Cl)CCN1C(=O)C1(c2ccccc2)CC1 (stereo not drawn),10,x,-5,-5,4,0,x,0,1
NNc1cccc(C=Cc2ccccc2)cc1=O,-17,-2,4,7,10,5,1.9,1,8
Cc1ccc(N(C(=O)c2ccccn2)C2(C(=O)NC3CCCC3)CCCCC2)cc1,2,0,0,-2,3,-9,-0.7,-1,10
COc1ccccc1-n1cnc(N)c1C(C)=O,14,-24,6,-2,-1,0,-0.4,0,1
CC(=O)Nc1cccc(OCC(O)Cn2cnc3ccccc32)c1 (stereo not drawn),5,2,8,12,3,-2,3.3,-1,14
COc1ccc(C(=O)C=Cc2ccc(OCc3ccccc3)c(OC)c2)cc1OC,9,10,10,-5,-6,1,0.7,10,-4
S=C(c1ccccc1)N1CCCc2ccccc21,-12,11,-10,38*,6,-5,0.1,-3,6
Cc1ccc(Cn2ncc3c(N4CCN(CCc5ccccc5)CC4)ncnc32)cc1,5,-3,5,-5,1,0,1.5,4,-1
O=C(CCC(=O)N1CCN(S(=O)(=O)c2ccc3ccccc3c2)CC1)Nc1cc(Cl)cc(Cl)c1,6,-7,-4,-13,6,-1,3.5,1,8
Cc1cccc(OCC(=O)NCCN2CCOCC2)c1,5,-14,-2,11,3,1,0.8,2,8
O=C(COc1coc(CN2CCc3ccccc3C2)cc1=O)Nc1ccc(F)cc1,8,3,4,-3,1,-2,-1.4,0,8
O=C(NCc1ccco1)c1ccccc1NS(=O)(=O)c1ccc2c(c1)OCCO2,-6,12,-3,-1,-4,-3,-1.1,1,-4
O=C(c1ccc(-c2ccccc2)cc1)N1CCN(C(=O)c2ccco2)CC1,10,31,-3,1,-2,-2,0.8,1,-1
COCc1nnc(NC(=O)CCS(=O)(=O)c2ccccc2)s1,4,11,4,-3,10,3,-1.5,1,9
CC(=O)OC(C(=O)NC1CCCCC1)c1ccc(C)cc1 (stereo not drawn),-3,8,7,-1,-11,-3,0.1,0,11
COc1ccc(S(=O)(=O)N2CCN(S(=O)(=O)c3ccc(C(F)(F)F)cc3)CC2)cc1C,-4,3,10,3,-4,-1,0.8,0,7
O=C(c1ccc(N2CCN(CCO)CC2)nc1)N1CCOCC1,-4,15,-7,6,9,1,-1.7,2,15
CCOC(=O)Cn1cnc2scc(-c3ccc(C)cc3)c2c1=O,-8,11,6,-2,4,0,0.7,3,6
O=C(Cc1ccc(Br)cc1)Nc1ccc(S(=O)(=O)NCC2CCCO2)cc1 (stereo not drawn),-6,-70,4,0,-7,7,9.6,8,8
Cc1sc(N)nc1-c1ccc2c(c1)OCCO2,1,-8,8,-6,-2,2,2.7,1,3
CC(=O)c1sc(N)nc1C,-10&9,-10&4,-16&14,-2&3,2&-8,2&3,-0.8&-2.0,2&-1,-1&5
CCOC(=O)CNS(=O)(=O)c1ccc(C)cc1,4,6,-2,11,1,-1,0.3,2,10
Cc1ccc(S(=O)(=O)C2(C(=O)O)CCCC2)cc1C,9,15,0,-6,-5,1,-0.7,1,4
CCCCn1c(N)c(N(CC(C)C)C(=O)c2cccc(S(=O)(=O)N(C)c3ccccc3)c2)c(=O)[nH]c1=O,-11,11,-7,11,3,-2,0.2,2,-3
COc1ccc(NC(=O)Nc2cccnc2)cc1,4,12,12,-7,-4,-1,2.2,1,4
Nn1c(SCC(=O)NCc2ccc3c(c2)OCO3)nnc1C1CC1,11,25,-3,-2,-2,-3,1.1,1,5
CCc1ccccc1NC(=O)N[C@@H](C)C(=O)OC,-8,4,-7,-4,6,0,1.1,0,10
COc1cccc(CN2CCCC(C(=O)N3CCCCC3)C2)c1OC (stereo not drawn),4,16,6,7,-5,-6,2.0,1,-5
Cc1ccc(C2C(C#N)=C(N)SC(N)=C2C#N)cc1,7,-12,2,-9,-4,6,39,8,-1
Cc1ccc(-n2c(=O)c3sccc3n(CC(=O)NCc3ccco3)c2=O)cc1,-2,20,-5,15,3,3,-0.2,-1,6
CCN1CCc2nc(SCC(=O)Nc3ccc(OC)cc3)c(C#N)cc2C1,2,10,-5,0,-6,-11,4.9,0,-7
Cc1ccccc1CCNC(=O)C1CCC(=O)N(CCc2cccc(F)c2)C1 (stereo not drawn),3,-2,-6,1,2,-1,-0.8,2,14
COc1ccc(C(=O)NCCNc2ccc([N+](=O)[O-])cc2)cc1OC,2,0,-3,2,4,0,-4.7,1,4
CC(C)[C@H](NC(N)=O)C(=O)Nc1cccc([N+](=O)[O-])c1,-12,-2,0,11,6,-2,-0.9,2,12
COc1cc(CC(=O)OCC(=O)Nc2ccccc2C#N)cc(OC)c1OC,-5,4,3,2,-8,10,-0.5,9,3
Cc1nc(C(=O)NNC(=O)c2ccc(Cl)cc2)c(C(F)(F)F)o1,-2,-7,1,4,6,3,-0.1,0,3

# Copied from the list:
# In CHRM4 antagonist, CCCCn1c(N)c(N(CC(C)C)C(=O)c2cccc(S(=O)(=O)N(C)c3ccccc3)c2)c(=O)[nH]c1=O is entered as -11
# In CHRM5 PAM, COc1cccc(CN2CCCC(C(=O)N3CCCCC3)C2)c1OC (stereo not drawn) is entered as -5
# In M1 PAM, Cc1ccc(S(=O)(=O)C2(C(=O)O)CCCC2)cc1C is entered as 4

# New compounds follow
SMILES,CHRM4 antagonist,CRFBP-R2 block,M5 antag,M4 PAM,CHRM5 PAM,M5 ag,CRFR2-BP ag,M4 ag,M1 PAM
CCCS(=O)(=O)c1nc(S(=O)(=O)c2ccc(C)cc2)c(N2CCc3ccccc3C2)s1,3,13,3,-4,-3,-2,-0.2,1,8
COc1ccc(CCNCCC(=O)Nc2c(C)cc(C)cc2C)cc1OC,-3,-3,-1,0,0,-2,-0.6,0,7
COCCn1nnnc1C(c1cc2cc(C)ccc2[nH]c1=O)N1CCCCCC1 (stereo not drawn),-18,-42,5,-2,-6,2,0.0,2,4
O=C(CSc1nnc(-c2ccccn2)o1)Nc1ccccc1,7,9,-2,-3,-5,-3,1.2,0,7
CN(C)c1cccc2cccc(N(C)C)c12,-5,-4,0,-3,3,2,-0.2,0,4
CCOC(=O)C(=CNc1ccc(C(F)(F)F)cc1)C(=O)OCC,-3,-26,9,8,-4,-2,0.6,-2,7
O=c1c2ccccc2nc(SCc2ccccc2F)n1C1CCCC1,-5,-25,-9,17,8,1,-2.5,1,12
Cc1cccc(-c2nc(CSCC(=O)N3CCN(Cc4ccc5c(c4)OCO5)CC3)c(C)o2)c1,0,1,9,-10,-15,1,1.0,13,-3
C(#Cc1ccccc1)C[N+]1(CC#Cc2ccccc2)CCCC1,14,2,22,-17,-17,-7,-0.9,1,-23
COCCCNC(=O)c1c(N)n(-c2cccc(S(N)(=O)=O)c2)c2nc3ccccc3nc12,15,10,0,1,1,1,0.5,1,1
O=C(CC[C@H]1O[C@@H](n2cnc3c(NC(=O)c4ccccc4)ncnc32)[C@H](O)[C@@H]1O)NCc1nc2ccccc2[nH]1,-1,x,7,0,7,1,x,1,1
COc1ccc(CCNC2CC(=O)N(C)C2=O)cc1OC (stereo not drawn),-3,1,4,2,-1,3,-2.1,0,8

# High-throughput results from PubChem.
